Source: PubChem BioAssay (The Scripps Research Institute Molecular Screening Center)
GSTO1 counter: blocks human GSTO1 in RBBP9 counter-screen | recombinant GSTO1, activity-based probe fluorescence polarization | P78417 | inhibition, % at 5.96 µM | hit rate 1.1% among 300,000;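 active = inhibition above the campaign mean inhibition plus 3 SD, cut at about 35% in these data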;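 note: 0% = GSTO1-1 with DMSO and 100% = wells lacking GSTO1-1 enzyme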
PAFAH2 FP inh: PAFAH2 (human) inhibition | recombinant PAFAH2, FP-rhodamine activity probe, fluorescence polarization | inhibition, % at 3.39 µM | hit rate 0.99% among 340,000;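 active = inhibition above the mean over all tested compounds plus 3 SD, cut at about 30% in these data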;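 note: inhibitors block probe labeling of enzyme so polarization drops; 0% = enzyme with DMSO and 100% = wells lacking PAFAH2 protein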
pPAFAH inh: inhibitors of human plasma PAF acetylhydrolase (pPAFAH); inhibition, % at 3.39 µM; Q13093; recombinant pPAFAH, FP-rhodamine probe fluorescence polarization; hit rate 1.5% among 330,000;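 active = inhibition above the mean inhibition across the screen plus 3 SD, cut at about 25% in these data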;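 note: inhibitors block binding of the rhodamine activity-based probe so polarization drops; 0% = enzyme with DMSO and 100% = wells lacking pPAFAH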
PAD4 inh: PAD4 (human) enzyme inhibition; Q9UM07; recombinant PAD4, RCA probe fluorescence polarization; inhibition, % at 6.36 µM; hit rate 0.41% among 330,000; AID 485272;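 active = percent inhibition above a cutoff equal to the mean of all tested compounds plus 3 SD, cut at about 15% in these data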;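 note: 0% = PAD4 with RCA probe and DMSO and 100% = probe without PAD4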
Target sequence (Q9UM07 whole entry, looked up): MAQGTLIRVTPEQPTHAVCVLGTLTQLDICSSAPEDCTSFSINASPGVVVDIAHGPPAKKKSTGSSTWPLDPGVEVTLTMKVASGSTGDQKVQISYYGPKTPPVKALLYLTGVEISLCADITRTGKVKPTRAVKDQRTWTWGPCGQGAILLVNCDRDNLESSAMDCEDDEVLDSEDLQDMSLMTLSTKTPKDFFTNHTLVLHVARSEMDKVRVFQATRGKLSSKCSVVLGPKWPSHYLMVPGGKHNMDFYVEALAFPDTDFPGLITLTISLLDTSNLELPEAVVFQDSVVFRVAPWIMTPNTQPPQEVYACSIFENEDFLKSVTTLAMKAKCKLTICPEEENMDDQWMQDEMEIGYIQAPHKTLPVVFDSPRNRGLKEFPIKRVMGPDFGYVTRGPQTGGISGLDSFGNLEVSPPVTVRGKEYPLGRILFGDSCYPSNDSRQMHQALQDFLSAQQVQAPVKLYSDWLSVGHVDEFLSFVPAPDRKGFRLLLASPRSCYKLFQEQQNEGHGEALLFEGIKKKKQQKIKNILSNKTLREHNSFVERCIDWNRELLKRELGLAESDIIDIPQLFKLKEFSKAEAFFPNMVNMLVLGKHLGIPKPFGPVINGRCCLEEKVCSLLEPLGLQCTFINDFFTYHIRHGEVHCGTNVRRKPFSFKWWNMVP
PAFAH1B3 inh: blocks human PAF acetylhydrolase 1B catalytic subunit 3 | Q15102 | recombinant PAFAH1B3, FP-rhodamine probe, fluorescence polarization | inhibition, % at 3.39 µM | hit rate 0.28% among 340,000 | AID 492972;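 active = inhibition above the screen-wide average of all tested compounds plus 3 SD, cut at about 25% in these data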;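 note: 0% = enzyme with DMSO only and 100% = wells lacking PAFAH1B3 protein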
Target sequence (Q15102 whole entry, looked up): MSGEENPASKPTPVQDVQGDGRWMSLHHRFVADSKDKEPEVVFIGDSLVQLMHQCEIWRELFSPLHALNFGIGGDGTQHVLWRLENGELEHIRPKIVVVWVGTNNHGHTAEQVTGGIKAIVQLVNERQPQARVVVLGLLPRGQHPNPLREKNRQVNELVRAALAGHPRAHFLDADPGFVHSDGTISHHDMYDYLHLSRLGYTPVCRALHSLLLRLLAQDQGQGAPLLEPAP
LYPLA1 counter: LYPLA1 (human) inhibition in PME1 counter-screen; O75608; recombinant LYPLA1, FP-Rh probe fluorescence polarization; inhibition, % at 5.9 µM; hit rate 0.16% among 320,000; AID 2174;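 active = inhibition above the mean of all tested compounds plus 3 SD, set per campaign, cut at about 14% in these data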;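 note: inhibitors block serine hydrolase probe labeling of LYPLA1 so polarization falls; 0% = enzyme with DMSO and 100% = wells lacking LYPLA1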
Target sequence (O75608 whole entry, looked up): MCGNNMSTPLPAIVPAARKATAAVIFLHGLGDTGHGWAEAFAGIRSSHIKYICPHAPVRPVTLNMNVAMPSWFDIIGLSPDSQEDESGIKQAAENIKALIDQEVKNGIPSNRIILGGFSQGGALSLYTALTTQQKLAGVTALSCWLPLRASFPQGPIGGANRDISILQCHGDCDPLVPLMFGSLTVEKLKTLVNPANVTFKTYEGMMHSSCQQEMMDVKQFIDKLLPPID
LYPLA2 counter: counter-screen for PME1 inhibitors: inhibitors of human LYPLA2; recombinant LYPLA2, FP-Rh probe fluorescence polarization; inhibition, % at 5.9 µM; hit rate 0.38% among 320,000;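 active = inhibition above the screen-wide mean plus 3 SD, limit set per campaign, cut at about 26% in these data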;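 note: 0% = LYPLA2 with DMSO and 100% = wells lacking LYPLA2 enzyme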
PME-1 primary: PME-1 (human) inhibition | Q9Y570 | recombinant PME-1, FP-Rh probe fluorescence polarization | inhibition, % at 5.9 µM | hit rate 0.53% among 320,000 | AID 2130;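 active = inhibition above the campaign mean of all compounds plus 3 SD, cut at about 26% in these data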;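 note: competitive labeling of PME-1 active site by serine hydrolase directed probe; 0% = PME-1 with DMSO and 100% = wells lacking PME-1 enzyme; inhibitors block probe labeling so polarization falls and inhibition rises; many of its hits are not listed in these tables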
PAFAH1B2 inh: PAFAH1B2 (human) inhibition | AID 492953 | recombinant PAFAH1B2, FP-rhodamine activity probe, fluorescence polarization | inhibition, % at 3.39 µM | hit rate 1.2% among 340,000 | P68402;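 active = inhibition above the mean of all tested compounds plus 3 SD, cut at about 24% in these data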;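 note: 0% = enzyme with DMSO and 100% = wells lacking PAFAH1B2; many of its hits are not listed in these tables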
Active calls of the source: *; . = no result given. A portion of the library, so the mix of outcomes need not match the whole.

SMILES	GSTO1 counter	PAFAH2 FP inh	pPAFAH inh	PAD4 inh	PAFAH1B3 inh	LYPLA1 counter	LYPLA2 counter	PME-1 primary	PAFAH1B2 inh
Cc1ccc(CNC(=O)/C(C#N)=C\c2ccc(N(C)C)cc2)cc1	18	.	13	12	.	-2	7	27*	.
COc1ccc(N(CC(=O)NCc2ccccc2Cl)S(=O)(=O)c2c(C)n[nH]c2C)cc1	2	-4	1	3	12	0	6	-1	0
S=C(c1ccccc1)N1CCSCC1	-6	4	-3	-3	-4	-1	0	-4	6
C=CCNC(=O)c1ccc2c(c1)nnn2C	-4	-3	5	-9	6	-4	4	-4	6
Cc1cc(N2CCOCC2)nc2ccc(NC(=S)NC(C)C)cc12	10	-2	3	-16	-6	1	2	3	-5
Nc1ncnc2c1ncn2[C@@H]1O[C@H](CNC(=O)[C@@H](N)C2CCCCC2)[C@@H](O)[C@H]1O	.	-5	1	-1	4	.	.	.	3
COC(=O)[C@H](C)NC(=O)NCc1ccccc1	-8	-1	7	2	4	2	4	-3	2
CCOc1ccccc1-n1cnc2cc(C(=O)NCc3ccco3)ccc21	2	5	5	-1	7	1	7	7	2
C=CCNC(=O)c1n[nH]c2c1CC(C(C)(C)CC)CC2 (stereo not given)	-3	7	-2	-2	2	0	5	2	15
CC1Cc2ccccc2N1C(=O)CN1C(=O)NC(C)(c2ccc3c(c2)OCCO3)C1=O (stereo not given)	-2	-1	9	-1	7	0	1	-2	6
O=C(NCC(c1ccco1)N1CCc2ccccc2C1)C(=O)Nc1ccccc1F (stereo not given)	3	-2	3	-2	12	-3	4	0	4
CC(C)(C)c1nc(N2CCN(C(=O)c3ccco3)CC2)c2nnn(Cc3ccccc3)c2n1	-3	-7	8	-3	-4	-2	6	0	-1
O=C(Cn1nnc2ccccc21)OCc1ccccc1	5	-1	3	0	2	-1	2	1	3
COc1ccc(Cc2nc3ccc(C(=O)N(C)Cc4cc(C)[nH]n4)cc3o2)cc1OC	0	3	4	5	7	-1	8	-4	6
Cc1ccc(S(=O)(=O)N2CCCCC2)cc1NC(=O)COC(=O)Cc1c(F)cccc1Cl	0	3	6	2	2	-7	-1	4	1
CN(c1ccc(C(=O)NCc2cccnc2)cc1)S(C)(=O)=O	3	-4	7	0	3	1	3	-4	-1
O=C(CCc1ccccn1)N1CCCC(Nc2ccc(F)cc2)C1 (stereo not given)	-4	2	1	1	6	6	-2	2	5
Cc1cccc(-n2c(C)cc(/C=N/NC(=O)c3ccc(CN4CCOCC4)cc3)c2C)c1	5	12	0	1	4	-1	-3	3	0
OCC1(Cc2ccccc2)CCN(Cc2cc3ccccc3o2)CC1	17	-6	1	0	4	6	0	1	6
COC(=O)c1c(NC(NC(=O)c2ccccc2)(C(F)(F)F)C(F)(F)F)sc2c1CCN(C)C2	8	3	4	-4	-3	-2	-7	-6	-5
COc1c(C)cccc1C(=O)Nc1ccc(OCC(=O)N2CCOCC2)cc1C	0	-5	0	-1	6	2	1	2	5
Cc1ccc(CNC(=O)c2ccc([N+](=O)[O-])o2)cc1	30	3	1	-4	2	5	2	5	6
COc1ccc(C(=O)Nc2cc(C)nn2-c2ccc(C)cc2)cc1	1	-5	3	-1	0	1	1	9	3
CC(C)c1ccc(NC(=S)N2CCCC2)cc1	-3	0	5	2	14	4	3	3	-2
COCCNC(=O)C1CCN(Cc2cccc(OCc3ccccc3)c2)CC1	11	4	0	1	4	0	2	0	-1
O=C(NC1CCOc2ccccc21)c1ccccn1 (stereo not given)	-1	2	2	-4	8	-3	4	2	4
CCOc1ccccc1Nc1nc(-c2sc(C)nc2C)cs1	2	11	15	-5	8	-1	-4	8	4
CCOC(=O)Cc1csc(NC(=O)C(C)Oc2ccc3c(C)cc(=O)oc3c2)n1 (stereo not given)	3	2	4	-2	5	-2	-2	3	1
C=CCNc1nc(-c2cc3ccccc3o2)cs1	-4	1	14	0	3	0	0	3	1
Cc1c(C(=O)NCCSCc2cccc(C(F)(F)F)c2)cnn1-c1ccc(F)cc1	10	6	4	1	11	-4	0	-1	8
COc1cccc(Oc2ccc3nnc(C(F)(F)F)n3n2)c1	1	5	1	0	3	1	4	-1	2
Cc1cccc(N(C(=O)Nc2ccccc2)C2=NCC(C)S2)c1 (stereo not given)	7	1	5	-1	3	0	0	5	0
CN(C)c1nc(Oc2ccc(=O)[nH]n2)nc(N2CCCCC2)n1	-7	0	3	5	6	2	0	-4	1
O=c1cc(CN2CCc3ccccc32)nc2sccn12	8	-1	10	-1	6	-5	-5	-5	-3
Cc1sc(NC(=O)COc2ccccc2)c(C#N)c1-c1ccccc1	-4	6	9	-3	7	-6	2	-1	4
C/C(=N\Nc1ccc(F)cc1F)c1ccccc1O	0	6	0	-5	3	-2	0	4	-3
Cc1ccc(OC(=O)C2CCN(C(=O)c3ccccc3C)CC2)c(Br)c1	3	8	7	-1	-1	0	5	2	4
CCOc1ccccc1C(=O)NCCCCCC(=O)O	6	9	3	-3	4	0	-9	3	2
CCOc1cc([N+](=O)[O-])c2nc(N)sc2c1	-4	-5	4	8	1	-2	8	6	4
COc1ccc(-c2csc(N3CCC(C(N)=O)(N4CCCCC4)CC3)n2)cc1	8	1	7	-1	1	0	12	-8	-4
O=C(c1ccccc1Oc1ccccc1)N1CCN(c2ccc(F)cc2)CC1	-2	8	10	2	8	-1	1	4	5
Cc1ccc(-c2ccc(/C=N\NC(=O)C3C(=O)NCC3c3ccccc3)o2)cc1Cl (stereo not given)	-15	-6	4	6	8	-9	-19	-11	-2
O=C(Cn1ncc2c3ccccc3n(Cc3ccccc3)c2c1=O)NCCCN1CCCC1	1	-1	-1	-3	2	-1	0	0	-2
Cc1ccccc1NC(=S)N/N=C/c1ccc(O)cc1O	11	33*	5	1	6	-2	1	12	11
CCOC(=O)C1C(CC)NC(=S)NC1(C)O (stereo not given)	-2	-2	6	-2	-2	2	-2	-1	0
CCOC(=O)N1CCN(S(=O)(=O)c2ccc(C(=O)Nc3sc4c(c3C#N)CCC4)cc2)CC1	1	-5	2	-1	6	-6	3	-5	-1
CCOC(=O)c1cn(C2CC2)c2c(F)c(F)c(F)cc2c1=O	0	3	0	2	5	-3	1	1	2
C/C(=N\NC(=O)c1nnn(-c2nonc2N)c1-c1ccc2c(c1)OCO2)c1ccc(C)cc1	0	-2	3	0	9	0	5	11	2
COc1ccc(C(=O)NNC(=O)COc2ccc(Cl)cc2C)cc1S(=O)(=O)N1CCOCC1	2	7	8	0	3	-2	5	-8	2
CCn1c(SCC(=O)NC2CC2)nnc1-c1csc(C)c1	3	1	2	-1	-5	2	2	2	0
CCOC(=O)C(=NC1CCS(=O)(=O)C1)NNc1ccc(Br)cc1 (stereo not given)	3	-2	6	4	4	1	3	-2	4
CCCC(C)NC(=O)C1CCN(C(=O)C2CC(=O)N(c3ccc(C)cc3)C2)CC1 (stereo not given)	-3	7	5	-2	4	-2	-3	-3	1
O=C(COc1cccc2cccnc12)N/N=C/c1cccn1-c1ccc(F)cc1	-1	-1	20	2	2	-4	-5	9	3
O=C1C(=O)c2ccccc2C(O)=C1c1ccccc1F	-5	5	1	-5	2	4	9	0	4
CCn1nc(C(=O)Nc2cccc(S(=O)(=O)N3CCCC3)c2)c2ccccc2c1=O	.	4	2	3	1	-7	0	4	2
CN(CC(=O)Nc1ccccc1C(F)(F)F)C(=O)c1ccc(N2C(=O)CCC2=O)cc1	-4	-1	-1	-1	8	2	6	-4	1
COCCn1c(C)cc(C(=O)COC(=O)/C=C/c2c(C)nn(C3CCS(=O)(=O)C3)c2Cl)c1C (stereo not given)	5	13	2	-1	7	0	5	-3	5
Cc1c(C(Nc2ccccn2)c2ccc(Cl)cc2)c(=O)n(-c2ccccc2)n1C (stereo not given)	-2	1	-1	-4	3	-2	3	-2	4
COc1ccc(NS(=O)(=O)c2cccc(C(=O)NNC(=O)c3cncc(Br)c3)c2)cc1	0	2	24	0	0	-3	-2	3	9
CN(C)CCNC(=O)c1ccccc1-c1ccccc1	7	5	4	3	-2	1	3	0	1
Next section:
SMILES	GSTO1 counter	PAFAH2 FP inh	pPAFAH inh	PAD4 inh	PAFAH1B3 inh	LYPLA1 counter	LYPLA2 counter	PME-1 primary	PAFAH1B2 inh
COc1ccc(S(=O)(=O)NC(C)C(=O)NCC2CCCO2)cc1OC (stereo not given)	8	-13	-7	-1	8	-1	-1	0	1
CCOC(=O)CC(NC(=O)Cc1ccccc1)c1ccccc1Cl (stereo not given)	14	-2	8	-1	9	4	0	1	0
Cc1ccc(Nc2nnc(C3C(=O)N(C)C4(C)CC3c3cc(Br)ccc3O4)s2)cc1 (stereo not given)	-2	-10	3	1	5	-1	-2	0	1
COc1ccc(C2/C(=C(\O)c3cc(C)ccc3C)C(=O)C(=O)N2CCN(C)C)cc1OC (stereo not given)	2	-1	0	-1	1	3	-3	4	-1
CSCCC(C(=O)O)N1C(=O)c2ccc(C(=O)O)cc2C1=O (stereo not given)	5	-1	-3	-4	6	6	14	-2	-1
COc1cccc(CNC(=O)CSc2nnc3c(n2)[nH]c2ccc(F)cc23)c1	-1	-6	2	8	0	-2	-1	5	3
CSc1cccc(CN2CCN(Cc3ccccc3)C(CCO)C2)c1 (stereo not given)	-1	-1	4	-4	7	-1	-1	1	0
CC(CC(=O)NCCc1ccc(Cl)cc1)S(=O)(=O)c1ccc2c(c1)NC(=O)CO2 (stereo not given)	5	4	4	1	3	0	1	6	30*
COc1ccc(NC(=O)CN(C)S(=O)(=O)c2cnc[nH]2)cc1Cl	-5	9	1	-1	4	2	3	3	2
CC(C)n1nc(C(=O)OCC(=O)c2c[nH]c3ccccc23)c2ccccc2c1=O	12	-6	-7	0	-3	-12	-16	-7	4
COc1ccc(CCN2C(=O)C(C)=C(C)C2=O)cc1OC	4	1	2	3	8	3	-1	1	5
CC(=O)Oc1ccc2c(=O)oc(-c3ccccc3C)nc2c1	-3	25	-1	4	12	-1	-1	0	-1
COc1ccc(/C=C2/C(=O)OCc3cc(OC)c(OC)cc32)c(OC)c1	-1	5	-4	4	6	0	1	7	2
COCCOC(=O)c1nccnc1C(=O)Nc1ccc(S(=O)(=O)N2CCOCC2)cc1	4	.	9	3	.	0	4	-3	.
COCCn1nnnc1C(c1cc2ccc(OC)cc2[nH]c1=O)N1CCN(C2CCCCC2)CC1 (stereo not given)	14	-2	1	1	9	-5	-1	-10	3

Compound profiles, as listed above. Screens in order: GSTO1 counter | PAFAH2 FP inh | pPAFAH inh | PAD4 inh | PAFAH1B3 inh | LYPLA1 counter | LYPLA2 counter | PME-1 primary | PAFAH1B2 inh
CN(CC(=O)Nc1ccccc1C(F)(F)F)C(=O)c1ccc(N2C(=O)CCC2=O)cc1 is listed with -4 | -1 | -1 | -1 | 8 | 2 | 6 | -4 | 1
COc1ccc(-c2csc(N3CCC(C(N)=O)(N4CCCCC4)CC3)n2)cc1 is listed with 8 | 1 | 7 | -1 | 1 | 0 | 12 | -8 | -4

Other structures:
SMILES	GSTO1 counter	PAFAH2 FP inh	pPAFAH inh	PAD4 inh	PAFAH1B3 inh	LYPLA1 counter	LYPLA2 counter	PME-1 primary	PAFAH1B2 inh
Cc1ccccc1-c1cc(C(=O)O)n(CC2CC(c3cccnc3)=NO2)n1 (stereo not given)	.	-3	-3	-1	6	-1	3	-3	3
O=C(COC(=O)c1ccc(Br)o1)Nc1ccc(Br)cc1	.	4	4	-6	16	3	-2	-6	3
Cc1cccc(-c2n[nH]c(=S)n2C)c1	0	-1	-9	-6	-1	-3	-12	-10	3
Cc1ccccc1/C=C/c1nc2ccccc2c(=O)[nH]1	-3	5	6	-1	4	0	-1	-8	-1
